STEP inh = STEP (human) phosphatase inhibition; recombinant STEP, OMFP fluorogenic substrate, fluorescence; hit rate 0.25% among 360,000; inhibition, % at 20 µM;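 active means inhibition at 20 µM, scaled per plate between control wells, above about 37%, limit read from the data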;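 further: 0% = DMSO with enzyme and substrate and 100% = substrate only without enzyme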
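Material: STEP (striatal-enriched tyrosine phosphatase) enzyme, cell-free; Compound dosing: 20 µM single dose in 1% DMSO; Technique: fluorescence read at 480 nm ex / 540 nm em; Times: reaction 20 min, ambient temperature; Medium: 50 mM Bis-Tris pH 6.0 with 2.5 mM DTT and 0.005% Tween 20; Also added: OMFP at 25 µM.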
MLLE-PAM2 inh = inhibitors of microRNA-mediated deadenylation, human PABP1 MLLE binding; inhibition, % at 20 µM; GST-MLLE / FITC-PAM2 fluorescence polarization; hit rate 0.36% among 360,000; P11940; AID 588489; in the data active means inhibition above about 35%, passing the limit was not always enough;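 further: plate controls were DMSO wells with GST-MLLE for no effect and wells lacking GST-MLLE protein for full effect; some results filed as inactive read as strong as hits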
LMPTP block = blocks human LMPTP phosphatase; AID 651560; hit rate 0.22% among 360,000; P24666; inhibition, % at 20 µM; recombinant LMPTP-A, OMFP fluorogenic substrate, fluorescence intensity;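 active means compounds that cut the enzyme signal by at least half of the control window in the single-dose screen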;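 further: plate controls were DMSO wells with enzyme plus substrate for no effect and substrate without enzyme for full effect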
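Test system: LMPTP-A, protein tyrosine phosphatase of low molecular weight; Input: 0.625 nM enzyme; Incubation: 50 min dark incubation at room temperature; Signal: endpoint fluorescence intensity from OMFP dephosphorylation; Read-out basis: % inhibition versus control wells.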
CSN inh = inhibitors of human CSN-mediated cullin deneddylation | hit rate 0.38% among 360,000 | Purified CSN, SCF-Nedd8-OG deneddylation, fluorescence polarization | inhibition, % at 12.5 µM | AID 651999 | Q92905;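 active means pattern-corrected inhibition above about 35%, with an unprinted fluorescence ratio check between 0.5 and 1.5, limit read from the data, passing the limit was not always enough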;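 further: 0% = enzyme with substrate and 100% = substrate without enzyme; some results filed as inactive read as strong as hits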
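Test system: Human Csn5 produced in HEK293T cells | Compound: 12.5 µM single point | Times: 90 min, room temperature | Signal: Fluorescence polarization readout | Read-out basis: % inhibition of substrate cleavage by Csn5 | Controls: no-enzyme wells high, enzyme-with-substrate wells low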
Tb MetRS inh = Trypanosoma brucei MetRS inhibition; purified T. brucei MetRS, ATP depletion, Kinase-Glo luminescence; hit rate 0.4% among 360,000; inhibition, % at 11.9 µM; AID 624268;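 active means inhibition above a per-plate cutoff of the control wells' mean inhibition plus 3 SD, cut at about 5.5% in these data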;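 further: 0% = DMSO wells median and 100% = median of wells with control inhibitor compound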
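Material – parasite MetRS enzyme · Medium – HEPES-MgCl2-KCl buffer plus DTT, spermine, BSA, pyrophosphatase · Reagent – ATP, methionine and E. coli bulk tRNA substrates · Times – 15 min enzyme-compound preincubation, 2 h reaction, 10 min detection, 25 °C · Measured by – luminescence of leftover ATP · Evaluation – percent inhibition relative to median high and low control wells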
DNMT1 inh = DNMT1 (human) enzyme inhibition; DNMT1 molecular beacon, Hinp1I cleavage, fluorescence; P26358; inhibition (reported as % activation of signal), % at 10 µM; hit rate 0.83% among 360,000; AID 588458; in the data active means inhibition above about 50%
Target sequence (P26358 504-1616 limits assumed): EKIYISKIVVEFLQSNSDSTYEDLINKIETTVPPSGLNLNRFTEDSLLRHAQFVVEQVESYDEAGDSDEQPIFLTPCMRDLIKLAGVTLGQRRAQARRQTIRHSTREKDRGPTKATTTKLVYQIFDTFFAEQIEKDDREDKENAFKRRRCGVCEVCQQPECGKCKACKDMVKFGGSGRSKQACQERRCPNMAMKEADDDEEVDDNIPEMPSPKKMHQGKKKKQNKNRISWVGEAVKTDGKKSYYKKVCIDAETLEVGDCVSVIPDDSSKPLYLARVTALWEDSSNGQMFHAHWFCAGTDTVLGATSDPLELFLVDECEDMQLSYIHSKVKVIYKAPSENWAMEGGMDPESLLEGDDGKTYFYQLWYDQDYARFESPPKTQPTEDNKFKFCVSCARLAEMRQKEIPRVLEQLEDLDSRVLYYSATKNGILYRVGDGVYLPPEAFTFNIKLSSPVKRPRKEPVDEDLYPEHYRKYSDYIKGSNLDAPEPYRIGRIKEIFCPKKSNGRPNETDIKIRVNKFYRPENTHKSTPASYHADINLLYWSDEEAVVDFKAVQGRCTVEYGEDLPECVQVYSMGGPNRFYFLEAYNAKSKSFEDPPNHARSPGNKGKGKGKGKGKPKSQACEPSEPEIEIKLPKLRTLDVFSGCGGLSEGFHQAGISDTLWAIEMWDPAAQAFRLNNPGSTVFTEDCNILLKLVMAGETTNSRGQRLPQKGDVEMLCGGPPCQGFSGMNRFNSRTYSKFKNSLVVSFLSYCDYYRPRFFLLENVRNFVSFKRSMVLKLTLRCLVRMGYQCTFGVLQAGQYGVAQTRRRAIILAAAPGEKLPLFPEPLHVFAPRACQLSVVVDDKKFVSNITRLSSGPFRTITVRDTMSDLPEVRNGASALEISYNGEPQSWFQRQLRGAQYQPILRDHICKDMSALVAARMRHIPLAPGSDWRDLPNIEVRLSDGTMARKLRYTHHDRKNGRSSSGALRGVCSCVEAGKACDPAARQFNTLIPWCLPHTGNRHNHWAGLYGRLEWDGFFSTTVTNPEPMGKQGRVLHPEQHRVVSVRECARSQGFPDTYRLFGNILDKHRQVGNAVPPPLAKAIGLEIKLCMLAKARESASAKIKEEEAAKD
SUMO1 PPI mod = SUMO1-SIM interaction modulation; P63165; SUMO1 binding to a labelled peptide, TR-FRET, 1 h; inhibition, % at 20 µM; hit rate 0.33% among 360,000; in the data active means inhibition above about 37%
Scp-1 inhibitor = inhibitors of human Scp-1 phosphatase; Recombinant Scp1, phosphopeptide, malachite green phosphate absorbance; AID 493091; Q9GZU7; hit rate 0.88% among 340,000; inhibition, % at 20 µM;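 active means inhibition above about 50% at 20 µM, limit read from the data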;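 further: plate controls were DMSO wells with enzyme for no effect and wells lacking enzyme for full effect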
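Test system: SCP-1 catalytic domain; Buffer or medium: Acidic Tris acetate buffer with magnesium and detergent; Also added: Phosphorylated 17-residue peptide substrate; Compound: single 20 µM dose, 1% DMSO; Schedule: enzyme reaction 45 min at room temperature, colour 5 min, stabilisation 30 min; Signal: Phosphate-binding colour reagent, absorbance read at 630 nm.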
Rpn11 block = inhibitors of human proteasome Rpn11. hit rate 0.59% among 360,000. calls only at 20 µM. human 26S proteasome, Ub4-pepOG fluorescence polarization; 20S core pre-blocked with epoxomicin;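 active means inhibition at 20 µM, scaled to each plate's controls, above about 33%, limit read from the data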
NadD inh = blocks S. aureus nicotinate mononucleotide adenylyltransferase | inhibition, % at 20 µM | purified NadD enzyme, colorimetric absorbance read-out | AID 602399 | hit rate 0.78% among 360,000; in the data active means inhibition above about 26%; further: some compounds past the cut are filed as inactive
Starred values were filed as active, the others as inactive; i = inactive; . = not tested or not shown.

SMILES	STEP inh	MLLE-PAM2 inh	LMPTP block	CSN inh	Tb MetRS inh	DNMT1 inh	SUMO1 PPI mod	Scp-1 inhibitor	Rpn11 block	NadD inh
CCOc1cc(C(=O)N(C)Cc2cc3ccccc3[nH]c2=O)cc(OCC)c1OCC	-2	-6	-1.1	1	-0.9	0	5	-2	i	-2
O=C(NCc1ccccc1)C(=O)NCC1OCCN1C(=O)c1ccc(Cl)cc1 (stereo not drawn)	-2	13	-1.0	-3	0.2	-6	2	-5	i	-6
CCCc1[nH]nc2c1C(c1cc(OC)cc(OC)c1)C(C#N)=C(N)O2 (stereo not drawn)	2	4	-1.3	0	-0.5	-10	2	-8	i	1
O=C(NCC(c1ccco1)N1CCCC1)c1cccc(NS(=O)(=O)c2ccc(Br)cc2)c1 (stereo not drawn)	-3	-7	-8.5	3	-0.3	0	-44	-7	i	0
CCOC(=O)C1(C)CCN1C(=O)c1cc2ccccc2s1 (stereo not drawn)	-3	8	0.2	-3	0.4	-1	1	.	i	1
COc1ccccc1CNC(=O)COC(=O)[C@H](Cc1c[nH]c2ccccc12)NC(=O)c1cccs1	2	-3	-1.0	1	0.0	9	-1	-9	i	-1
Cc1cccc(-c2nc(CS(=O)CC(=O)NCc3ccco3)c(C)o2)c1 (stereo not drawn)	-2	5	-0.3	4	-0.3	-1	0	-9	i	-4
COC(=O)c1ccc(NC(=O)COc2cccc(-n3cnnn3)c2)cc1	-1	-4	-0.5	-2	-0.1	0	11	-5	i	-9
CC(C)c1nnc(NC(=O)CSc2nnc(NC(=O)c3c(F)cccc3F)s2)s1	3	8	-2.4	7	-0.7	0	16	-29	i	2
COC(=O)Cn1ccc(N(C)C)c(C#N)c1=O	0	11	-0.9	-1	-0.4	1	-2	-10	i	5
CC(=O)n1cc([C@@H]2C=C(C(=O)Nc3ccccc3)O[C@H](OCCCCO)C2)c2ccccc21	-1	-2	-0.3	-4	-0.3	-14	-5	0	i	-1
CCn1nnnc1SCC(=O)NCc1ccc2c(c1)OCO2	2	10	-2.5	-1	-0.8	0	-2	1	i	1
O=C(Nc1cccs1)Nc1c(F)c(F)c(F)c(F)c1F	-1	43*	-0.3	-1	0.7	8	-1	-1	i	0
COc1ccc2nc(SCC(=O)NCc3ccc(OC)c(OC)c3)[nH]c2c1	-3	0	-1.1	3	0.3	-2	4	-2	i	3
COc1ccc(CNC(=O)COC(=O)c2ccccc2C(=O)c2ccccc2)cc1	0	-6	1.4	10	-0.8	-2	-1	-6	i	-8
Cc1cc(C)nc(Nc2ccccc2Br)n1	0	5	0.4	-4	-1.0	0	-3	-7	i	9
COc1ccc(/C=C2\Oc3ccccc3C2=O)cc1	1	-1	-0.2	3	-0.2	2	-3	-6	i	-4
CCS(=O)(=O)c1ccc(-c2cccc(NC(=O)COc3ccccc3)c2)nn1	0	-6	9.8	-1	0.7	5	0	0	i	10
CC1CCC/C(=N\NC(=S)Nc2ccccc2)C1 (stereo not drawn)	2	33	0.4	21	-0.1	1	-2	-7	i	2
COc1cccc(C2CC(c3ccc(NS(C)(=O)=O)cc3)=NN2C(=O)c2ccccc2)c1OC (stereo not drawn)	3	-20	0.2	4	-0.4	-7	-1	-7	i	3

2 of these compounds, set out differently.
canonical_smiles: CCOC(=O)C1(C)CCN1C(=O)c1cc2ccccc2s1 (stereo not drawn)
  STEP inh: -3; MLLE-PAM2 inh: 8; LMPTP block: 0.2; CSN inh: -3; Tb MetRS inh: 0.4; DNMT1 inh: -1; SUMO1 PPI mod: 1; Scp-1 inhibitor: .; Rpn11 block: i; NadD inh: 1
canonical_smiles: COc1ccccc1CNC(=O)COC(=O)[C@H](Cc1c[nH]c2ccccc12)NC(=O)c1cccs1
  STEP inh: 2; MLLE-PAM2 inh: -3; LMPTP block: -1.0; CSN inh: 1; Tb MetRS inh: 0.0; DNMT1 inh: 9; SUMO1 PPI mod: -1; Scp-1 inhibitor: -9; Rpn11 block: i; NadD inh: -1

Further results
SMILES	STEP inh	MLLE-PAM2 inh	LMPTP block	CSN inh	Tb MetRS inh	DNMT1 inh	SUMO1 PPI mod	Scp-1 inhibitor	Rpn11 block	NadD inh
CC(=O)N(C(C)=O)S(=O)(=O)c1ccc(N=NN2CCOCC2)cc1	1	10	-0.5	0	0.1	1	1	-6	i	-5
Cc1noc(C)c1COc1ccc(CC(=O)NCCc2ccccn2)cc1	0	-6	-0.6	4	-0.2	0	6	-7	i	-5
COc1ccc(/C=N/NC(=O)CSCC(=O)Nc2ccccc2)cc1	-3	-1	-0.7	2	-0.3	-1	0	-5	i	-8
COc1nc(-c2ccc(Cl)cc2)ccc1-c1noc(-c2cccs2)n1	19	-52	0.1	19	-0.4	27	-33	-10	i	5
O=C(CSc1nc2ccccc2n1Cc1ccccc1)N/N=C/c1ccco1	5	-47	1.9	-5	-0.7	-3	-12	3	i	1
COc1ccc(CN(C(=O)c2cccs2)C(C(=O)NC2CCCCC2)c2ccc3ncccc3c2)cc1 (stereo not drawn)	0	3	0.1	1	-0.9	-3	-2	-11	i	6
CCN(Cc1ccccc1)C(=O)CN1C(=O)NC(CC)(c2ccc(F)cc2)C1=O (stereo not drawn)	1	-21	-0.8	2	-0.3	-2	-2	-5	i	-7
CC1=C/C(=C\c2ccc(Br)o2)C(=O)O1	24	2	11	32	-0.7	106*	6	82*	i	-4
COc1ccc(C(=O)OCC(=O)NCc2ccco2)cc1S(=O)(=O)N1CCN(c2cccc(Cl)c2)CC1	0	-11	4.5	-3	-0.4	-8	-3	-4	i	10
CCN(Cc1nc(-c2ccc(OC)cc2)no1)C(=O)c1ccc2c(c1)OCO2	0	0	-0.6	2	-0.6	1	7	-4	i	-5
Cc1cccn2c(=O)c3cc(C#N)c(=O)n(-c4c(C)n(C)n(-c5ccccc5)c4=O)c3nc12	-2	-7	-1.6	-6	-0.2	-2	-16	-2	i	2
CCOC(=O)C1CCN(C(=O)CS(=O)(=O)Cc2nc(-c3ccccc3Cl)oc2C)CC1	-1	12	-1.2	-7	-0.6	3	3	-4	i	1
O=C(CSc1nc2cc(S(=O)(=O)N3CCOCC3)ccc2o1)NC1CCCc2ccccc21 (stereo not drawn)	12	25	0.5	2	0.8	-4	-2	-8	i	0
Cc1ccc(OC(=O)c2ccc(S(=O)(=O)N(C)C)cc2)c(-n2nc3ccccc3n2)c1	0	2	1.4	3	-0.1	-3	-6	-10	i	-5
O=C(O)c1ccc2c(c1)C1C=CCC1C(c1ccncc1)N2 (stereo not drawn)	1	6	-1.6	6	-0.1	-1	1	9	i	1
CSc1ncnc2c1ncn2CCCNCc1ccco1	3	14	-2.3	-1	0.4	-1	0	.	i	-3
Cc1cc(C(=O)OCC(=O)Nc2ncc(C(F)(F)F)cc2Cl)c(C)o1	1	19	-1.3	2	-1.0	1	0	-7	i	0
Cc1ccc2c(c1)N(C(=O)CCC(=O)NCCCN1CCC(Cc3ccccc3)CC1)CCO2	-2	-12	1.1	6	-0.4	2	-35	-5	i	-5
Nc1ncnc2c1CCC2	2	9	-2.4	3	-0.2	2	-5	-2	i	1
Cc1cc(C)n(C(=O)/C(C#N)=N\Nc2ccccc2[N+](=O)[O-])n1	0	0	-0.3	0	-0.9	-8	-20	-8	i	-1
CCOc1ccccc1CN1CCN(Cc2nc3c(s2)CCCC3)CC1CCO (stereo not drawn)	-1	-5	-0.5	-4	-0.1	-5	3	-4	i	-5
COc1ccc(NC(=O)c2sc3nc(C)cc(C)c3c2N)cc1	1	8	0.1	5	-0.8	-1	-31	-2	i	3
COc1cccc(C(=O)NNC(=O)C(=O)Nc2ccc(C)cc2)c1	-1	-3	-0.9	5	-0.4	1	-4	-12	i	-6
COc1cc2[nH]c(C(=O)N3CCN(c4ccc(F)cc4)CC3)cc2c(OC)c1OC	0	-4	-0.4	-1	-1.5	5	-2	-6	i	-9
CSc1ccc(S(=O)(=O)N2CCC(C(=O)NCCc3ccccc3)CC2)cc1	-2	6	-0.7	3	-1.1	2	2	-5	i	2
O=C(CCSc1nnc2ccccn12)Nc1ccc2c(c1)OCO2	3	-38	-0.3	-1	-0.2	2	1	-3	i	3
O=C(O)C1CC=CCC1C(=O)Nc1cc(Cl)ccc1Cl (stereo not drawn)	-2	6	-1.8	2	0.0	6	3	-4	i	-2
CCCC[N+](C)(C)CCC(=O)NC(C)(C)CS(=O)(=O)[O-]	7	6	-0.7	0	-0.8	66*	1	43	i	-9
CC1Cc2ccccc2N1CC(=O)NC(c1ccccc1)c1ccccc1 (stereo not drawn)	2	10	2.8	5	-0.1	20	3	3	i	9
CN(C)c1ccc(C(=O)NN2C(=O)c3ccccc3C2=O)cc1	11	-4	-1.5	-8	-0.7	2	-4	6	i	3
Nc1[nH]c(N=NC(=O)c2ccccc2)c2ccccc12	4	-10	-1.0	-3	-0.1	-1	-2	19	i	-7
COC(=O)c1sccc1NC(=O)Cn1nnc(-c2ccc(C)cc2)n1	-4	3	1.8	-4	-0.6	-4	0	-4	i	-11
CSCCC(NC(=O)COc1ccccc1)C(=O)OCCOc1ccc(Br)cc1 (stereo not drawn)	-2	7	1.8	-3	-0.1	7	4	-3	i	-4
CCOc1ccc(S(=O)(=O)N2CCCC(C(=O)NCc3ccccc3)C2)cc1 (stereo not drawn)	-2	-7	-0.7	0	-0.4	0	-1	-2	i	-3
NS(=O)(=O)c1cc(C(=O)OCC(=O)Nc2ccc3c(c2)OCO3)ccc1Cl	-2	-12	0.0	2	-0.3	2	2	-10	i	1
COc1cccc(NC(=O)c2cc(-c3ccc(OC)cc3OC)nc3ccccc23)c1	0	-1	3.8	1	0.0	-16	10	1	i	18
Cc1c(C(=O)N/N=C/c2cccs2)nnn1-c1nonc1N	1	4	-1.4	2	0.1	2	-17	-5	i	8
CCN(CC)C1=NS(=O)(=O)c2cc([N+](=O)[O-])ccc21	-1	-5	0.3	-8	0.1	1	-27	-7	i	-1
CCOC(=O)c1ccc2nc(C)c(CCC(C)=O)c(Cl)c2c1	0	4	0.8	2	-1.0	6	-6	5	i	-4
O=C(O)c1cc(S(=O)(=O)N(Cc2ccccc2)c2ccccc2Cl)ccc1Cl	1	-7	1.9	4	-0.5	3	4	-1	i	-1
